Tau fibril ThT: qHTS for Inhibitors of Tau Fibril Formation, Thioflavin T Binding | 2.1% of 270,000 active | Microtubule-associated protein tau (Homo sapiens), P10636 | Potency, µM (highest dose often 57.4 µM), for the others: top-dose activity, negative = inhibition, most hits filed as inhibitors | recombinant tau K18 P301L, heparin-induced fibrillization, ThT fluorescence | AID 1460, 2008; also: nearly all actives have a fitted effect of over 55% in size
Target sequence (P10636 561-689 P618L limits assumed): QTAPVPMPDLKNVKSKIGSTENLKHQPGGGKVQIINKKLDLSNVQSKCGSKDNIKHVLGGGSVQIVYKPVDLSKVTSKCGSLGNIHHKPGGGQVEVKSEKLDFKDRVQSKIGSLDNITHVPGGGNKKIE
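In this qHTS, human K18 P301L tau is incubated with compound and heparin for 6 hr at 37 C, and Thioflavin T fluorescence then reports fibril load.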
L3MBTL1 inh: qHTS Assay for the Inhibitors of L3MBTL1; Potency, µM (top dose mostly 57.1 µM), for inactives: at the highest dose activity, negative = inhibition, hits mostly inhibitors; 0.66% of 230,000 active; AID 485360, 2010; Lethal(3)malignant brain tumor-like protein 1 (Homo sapiens), Q9Y468; AlphaScreen L3MBTL1–H3K9me1 peptide binding; also: nearly all actives have a fitted effect of over 60% in size
Target sequence (Q9Y468 whole entry, looked up): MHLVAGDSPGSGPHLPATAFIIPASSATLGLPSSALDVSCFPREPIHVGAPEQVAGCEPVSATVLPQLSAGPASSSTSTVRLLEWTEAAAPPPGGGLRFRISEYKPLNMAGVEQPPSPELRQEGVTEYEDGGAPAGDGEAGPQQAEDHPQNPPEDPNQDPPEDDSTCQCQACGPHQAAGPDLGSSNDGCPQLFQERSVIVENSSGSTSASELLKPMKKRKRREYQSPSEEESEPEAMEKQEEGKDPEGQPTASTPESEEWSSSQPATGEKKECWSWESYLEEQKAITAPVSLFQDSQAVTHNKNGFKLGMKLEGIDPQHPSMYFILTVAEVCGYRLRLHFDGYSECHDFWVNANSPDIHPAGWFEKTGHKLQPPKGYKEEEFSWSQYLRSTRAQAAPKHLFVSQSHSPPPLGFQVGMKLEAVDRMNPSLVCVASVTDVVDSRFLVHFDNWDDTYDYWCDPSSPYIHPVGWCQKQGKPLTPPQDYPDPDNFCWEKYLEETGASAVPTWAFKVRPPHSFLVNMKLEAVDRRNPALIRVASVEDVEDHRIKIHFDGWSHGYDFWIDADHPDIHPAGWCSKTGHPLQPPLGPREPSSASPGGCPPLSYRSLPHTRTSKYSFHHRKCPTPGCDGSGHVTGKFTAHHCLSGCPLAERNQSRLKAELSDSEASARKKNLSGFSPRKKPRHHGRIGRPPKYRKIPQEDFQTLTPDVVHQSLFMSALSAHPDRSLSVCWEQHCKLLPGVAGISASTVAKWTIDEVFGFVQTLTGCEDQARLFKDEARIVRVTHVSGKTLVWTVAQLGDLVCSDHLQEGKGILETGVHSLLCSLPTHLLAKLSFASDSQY
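First, the protein-peptide complex forms for 30 min at room temperature (L3MBTL1 50 nM, biotinylated H3K9me1 peptide 75 nM). Next, compounds are pin-transferred and incubated 30 min. Finally, AlphaScreen beads are added and read after 30 min.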
TRb-SRC2 inh: qHTS for Inhibitors of the Interaction of Thyroid Hormone Receptor and Steroid Receptor Coregulator 2 | Thyroid hormone receptor beta (Homo sapiens), P10828 | Potency, µM (top dose mostly 106 µM), for the others: at the highest dose activity change, negative = inhibition, most hits filed as inhibitors | 0.065% of 280,000 active | TRbeta-SRC2 peptide binding, fluorescence polarization; receptor liganded with 1 µM T3 | AID 1469, 2008;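 also: plate controls were bound peptide for no effect and peptide without receptor for full effect; nearly all actives have a fitted effect of over 50% in size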
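Decrease in fluorescence polarization of 20 nM Texas Red SRC2 coactivator peptide flagged inhibition of its binding to 0.6 uM TRb LBD; 1 uM T3 included, incubation 5 hr, ex 555/em 632 nm.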
Tau FP inhib: qHTS for Inhibitors of Tau Fibril Formation, Fluorescence Polarization | Microtubule-associated protein tau (Homo sapiens), P10636 | K18 P301L tau heparin fibrillization, Alexa594 FP, 6 h | Potency, µM (highest dose often 57.7 µM), inactives show top-dose activity, negative = inhibition, hits mostly inhibitors | 0.39% of 280,000 active | AID 1468, 2008; also: nearly all actives have a fitted effect of over 55% in size
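Quantitative HTS format: compounds meet 15 uM recombinant K18 P301L tau and Alexa 594-tau tracer in 100 mM sodium acetate pH 7; 20 uM heparin triggers fibrillization at 37 C over 6 hr; FP gives the signal.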
GLA spleen mod: qHTS Assay for Inhibitors and Activators of Human alpha-Galactosidase From Spleen Homogenate; Alpha-galactosidase A (Homo sapiens), P06280; human spleen homogenate, 4MU-alpha-Gal fluorescence, 40 min; Potency, µM (series often up to 80 µM), for the others: at the highest dose activity change, negative = inhibition, most hits filed as inhibitors; 0.008% of 240,000 active;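 also: 0% = enzyme with vehicle and -100% = no enzyme basal signal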
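Human spleen homogenate (1 ug) as enzyme source, 4-methylumbelliferyl-alpha-D-galactopyranoside 1 mM final, citrate/phosphate pH 5.0 with 0.01% Tween-20. Compounds 40 min at 37C, NaOH/glycine stop; fluorescence Ex 365/Em 440, Hill-fit AC50.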
ALDH1A1 inh: qHTS Assay for Inhibitors of Aldehyde Dehydrogenase 1 (ALDH1A1). Aldehyde dehydrogenase 1A1 (Homo sapiens), P00352. Purified ALDH1A1, NADH fluorescence, propionaldehyde substrate. Potency, µM (series often up to 75.3 µM), inactives show top-dose activity, negative = inhibition, most hits filed as inhibitors. 7.3% of 220,000 active. AID 1030, 2008; active = well fitted inhibition curve with a large enough effect, not every such curve was filed as active; inconclusive = small, poorly fitted or top-dose-only effect, or another doubt; inactive = no such curve, though single readings can be large or run the other way;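 also: plate controls were no enzyme wells and a reference inhibitor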
TR SRC2 fluor cs: Total Fluorescence Counterscreen for Inhibitors of the Interaction of Thyroid Hormone Receptor and Steroid Receptor Coregulator 2. TRb/SRC2 Texas Red total fluorescence interference. Potency, µM (series often up to 106 µM), for the others: at the highest dose fluorescence change, negative = quenching. 0.29% of 280,000 active; active = well fitted curve in either direction with a large enough effect; inconclusive = small, poorly fitted or top-dose-only effect
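Human TRβ ligand-binding domain (0.6 uM) and Texas Red SRC2 peptide (20 nM) in Tris buffer with 1 uM T3 and 5% DMSO were incubated with pinned compound for 5 hr at ambient temperature. Total fluorescence was computed as S + 2P (555/632 nm).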
Tau fluor cs: Counterscreen qHTS for Inhibitors of Tau Fibril Formation, Fluorescence Polarization; tau K18 P301L Alexa594 fluorescence, heparin fibrillization; Potency, µM (top dose mostly 57.7 µM), for inactives: at the highest dose activity change, negative = decrease; 0.93% of 280,000 active; AID 1463, 2008; also: nearly all actives have a fitted effect of over 55% in size
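Human tau K18 P301L (15 uM unlabeled, 0.24 uM Alexa 594-labeled) in 100 mM sodium acetate pH 7 with 20 uM heparin, 6 hr at 37 C. ThT 30 uM added, 1 hr ambient; Alexa 594 FP and total fluorescence read at 555/632 nm.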
* hit, by the source's call; ? = inconclusive; / = no result given; & = joins results of further samples; [ ] = another dose, or the depositor's remark. Unless noted, calls follow the shape of the dose curve; as a rule, active = well fitted curve in the direction sought with a large enough effect; inconclusive = small, poorly fitted or top-dose-only effect, or another doubt; inactive = no such curve, though single readings can be large; an effect the other way counts as inactive or inconclusive. Unless noted, % is scaled to controls: 0 for no effect and ±100 for the full control effect; potency is read from the fitted curve at half-maximal effect. The order is random, and some 8.5% of all compounds hit somewhere here.

| # | canonical_smiles | Tau fluor cs | ALDH1A1 inh | GLA spleen mod | TR SRC2 fluor cs | Tau FP inhib | L3MBTL1 inh | TRb-SRC2 inh | Tau fibril ThT |
| --- | --- | --- | --- | --- | --- | --- | --- | --- | --- |
| 1 | CC(=O)NC(CC(=O)Nc1ccc(S(=O)(=O)N2CCCC2)cc1)c1ccccc1 (stereo not given) | -2% | ? | -3% | 0% | 2% | 0% | 5% | -6% |
| 2 | CC1(C)CC(=O)C(C(=O)Cc2ccccc2[N+](=O)[O-])C(=O)C1 | 11% | 6% | 1% | 3% | -4% | 5% | 5% | 5% |
| 3 | CNC(=O)/C(=C\c1ccc([N+](=O)[O-])cc1)NC(C)=O | 2% | -6% | 1% | -4% | -1% | 0% | -13% | -4% |
| 4 | CCCCOC(=O)NS(=O)(=O)c1sc(CC(C)C)cc1-c1ccc(Cn2c(CC)nc3c(C)cc(C)nc32)cc1 | -18% | -12% | 12% | -1% | -2% | -12% | 3% | ? |
| 5 | O=C1CC2(CCCC2)C(=O)N1c1ccc(S(=O)(=O)NCC2CC2)cc1Cl | 1% | / | -4% | -3% | 8% | / | -1% | / |
| 6 | CN(Cc1ccccc1)c1ncnc2ccc(Br)cc12 | -9% | -2% | 0% | 0% | -1% | 26% | -5% | -18% |
| 7 | Nc1nc(CSc2nc3ccccc3s2)nc(N2CCCCC2)n1 | -9% | ? | -7% | -4% | -16% | -5% | -3% | -6% |
| 8 | CC(C)C(NS(=O)(=O)c1ccc2c(c1)oc(=O)n2C)C(=O)NCc1ccccc1 (stereo not given) | -1% | / | / | -1% | -4% | / | 2% | 9% |
| 9 | COc1ccccc1NC(=O)Cc1noc(CSc2n[nH]c(N)n2)n1 | -2% | 9% | 1% | 1% | -1% | 3% | 2% | -3% |
| 10 | Cc1ccc(C(=O)CC2(O)C(=O)N(Cc3ccccc3F)c3ccccc32)cc1 (stereo not given) | -22% | / | / | 1% | 9% | / | 2% | -14% |
| 11 | Cc1ccc(S(=O)(=O)N(CC(=O)Nc2ccccc2-c2ccccc2)c2ccc(C)cc2C)cc1 | -12% | 0% | 6% | -19% | -12% | -8% | 3% | -5% |
| 12 | Cc1cc(NC(=O)c2cc3nc4c(c(C(F)(F)F)n3n2)CCc2ccccc2-4)no1 | 1% | ? | 10% | -1% | -1% | 5% | 5% | -7% |
| 13 | COc1ccc2c(c1)nc(N)n2Cc1ccccc1 | -14% | ? | 20% | 1% | 2% | -11% | 3% | -4% |
| 14 | O=C(CO/N=C/c1ccccc1O)N1CCc2ccccc21 | -7% | 10µM* | 9% | 5% | -10% | 0% | 8% | ? |
| 15 | O=C(O)Cc1coc2ccc3ccccc3c12 | 9% | -6% | -1% | 3% | 5% | 6% | -1% | 7% |
| 16 | CC(C)[C@H](NC(=O)[C@@H]1CSCN1C(=O)OC(C)(C)C)C(=O)NCC1CCC(C(=O)O)CC1 (stereo not given in full) | -6%&1% | 9% | -1%&9% | -8%&4% | -2%&8% | -4%[11.4 µM] | -2%&7% | -15%&-4% |
| 17 | Cc1ccnc(SCCn2c(N3CCCCC3)nc3c2c(=O)n(C)c(=O)n3C)n1 | 1% | -10% | 1% | 0% | 6% | 4% | -11% | 1% |
| 18 | COc1ccc2oc(=N)c(C(=O)Nc3ccccc3)cc2c1 | -1% | 8% | 4% | -6% | -13% | -1% | -6% | ? |
| 19 | COc1ccc(NC(=O)CN2C(=O)CCc3cc(S(=O)(=O)N4CCOCC4)ccc32)cc1Cl | -12% | / | / | 1% | -4% | / | 1% | -5% |
| 20 | CC(=O)c1cc2c(cc1NC(=O)CCn1cccc1)OCO2 | -12% | 32µM* | -2% | 2% | -12% | -20% | 2% | -11% |
| 21 | CC1(C)NC(=O)N(CC(=O)Nc2cc(S(=O)(=O)N3CCOCC3)ccc2N2CCOCC2)C1=O | -10% | -5% | -1% | -3% | 4% | -11% | 2% | -10% |
| 22 | Cn1cccc1/C=N/NC(=O)CNc1cccc2ccccc12 | ? | / | 6% | -3% | ? | -10% | 1% | ? |
| 23 | COc1ccc(OC)c(C2/C(=C(/O)c3ccc(C)cc3)C(=O)C(=O)N2Cc2ccco2)c1 (stereo not given) | 0% | ? | 5% | -1% | -7% | -18% | 10% | -11% |
| 24 | COC(=O)c1cc2occc2n1CC(=O)Nc1ccc(OC)c(OC)c1 | -15% | -6% | 9% | -1% | 5% | -4% | 2% | -14% |
| 25 | O=C(CCN1C(=O)c2cccc3cccc(c23)C1=O)NCc1ccco1 | 9% | ? | 0% | -1% | 7% | -1% | 0% | 3% |
| 26 | CCN(CC)CCCn1c(-c2ccccc2)nc2c(N3CCOCC3)nc(C)nc21 | -18% | ? | 10% | -1% | ? | / | -4% | -3% |
| 27 | O=C(O)c1cc(NN=C2CCN(Cc3ccccc3)CC2)ccc1Cl | -18% | / | -2% | -4% | ? | -7% | -8% | ? |
| 28 | CS(=O)(=O)N1CCN(c2ccc(NC(=O)COc3ccccc3)cc2)CC1 | -17% | -3% | 1% | -1% | -12% | -3% | -6% | ? |
| 29 | COC(=O)c1cc(S(=O)(=O)N2CCN(c3ccc(OC)cc3)CC2)c[nH]1 | -14% | / | / | -3% | 1% | / | 0% | -6% |
| 30 | O=C(CN1C(=O)c2ccccc2C1=O)Nc1cccc(S(=O)(=O)Nc2ccccc2Cl)c1 | ? | -15% | 3% | -1% | ? | 5% | -1% | -2% |

A draw from above in order of molecular weight, rising:
| # | canonical_smiles | Tau fluor cs | ALDH1A1 inh | GLA spleen mod | TR SRC2 fluor cs | Tau FP inhib | L3MBTL1 inh | TRb-SRC2 inh | Tau fibril ThT |
| --- | --- | --- | --- | --- | --- | --- | --- | --- | --- |
| 25 | O=C(CCN1C(=O)c2cccc3cccc(c23)C1=O)NCc1ccco1 | 9% | ? | 0% | -1% | 7% | -1% | 0% | 3% |
| 27 | O=C(O)c1cc(NN=C2CCN(Cc3ccccc3)CC2)ccc1Cl | -18% | / | -2% | -4% | ? | -7% | -8% | ? |
| 26 | CCN(CC)CCCn1c(-c2ccccc2)nc2c(N3CCOCC3)nc(C)nc21 | -18% | ? | 10% | -1% | ? | / | -4% | -3% |
| 23 | COc1ccc(OC)c(C2/C(=C(/O)c3ccc(C)cc3)C(=O)C(=O)N2Cc2ccco2)c1 (stereo not given) | 0% | ? | 5% | -1% | -7% | -18% | 10% | -11% |

The listing continues.
| # | canonical_smiles | Tau fluor cs | ALDH1A1 inh | GLA spleen mod | TR SRC2 fluor cs | Tau FP inhib | L3MBTL1 inh | TRb-SRC2 inh | Tau fibril ThT |
| --- | --- | --- | --- | --- | --- | --- | --- | --- | --- |
| 31 | Cc1ccc(-n2nc(CN3CCOCC3)c(-c3ccccc3)c2N)c(C)c1 | 7% | -4% | 3% | -15% | 6% | 1% | 5% | 2% |
| 32 | CCN(CC)CCSc1nnc(Nc2ccccc2)n1-c1ccccc1 | -3% | 1% | -1% | -6% | 8% | / | -6% | -6% |
| 33 | CCOC(=O)N1CCN(C(=O)C(C)(C)Oc2ccc(Cl)cc2)CC1 | -7% | ? | -21% | -5% | -4% | -2% | 7% | -3% |
| 34 | O=C(Nc1ccc(C(F)(F)F)cc1)C1CCCN1S(=O)(=O)c1cccc2cccnc12 (stereo not given) | ? | -6% | -11% | 0% | -7% | 7% | -7% | ? |
| 35 | CC(=O)NCC1COc2ccccc2O1 (stereo not given) | -14% | / | 1% | -7% | 1% | / | -2% | -13% |
| 36 | O=C(CN1CCCc2ccccc21)NCc1ccccc1Cl | -23% | ? | -10% | -5% | ? | -14% | 5% | -12% |
| 37 | COc1ccc(Nc2nc(-c3ccccc3)cs2)cc1 | ? | 4% | -8% | 1% | 9% | / | -2% | ? |
| 38 | CC(=O)c1cccc(NC(=O)c2onc(C)c2Cl)c1 | -14% | ? | 9% | -3% | 4% | / | 3% | -13% |
| 39 | CC(C)(C)c1ccc(C(=O)NC(=S)NNC(=O)c2cccs2)cc1 | -19% | ? | -7% | 1% | -3% | 7% | 1% | ? |
| 40 | COc1ccc(S(=O)(=O)N2CCC(c3ccncc3)CC2)cc1Cl | -8% | / | / | 1% | -2% | / | -6% | 3% |
| 41 | COCc1cc(C)nc(OCC(=O)N/N=C/c2ccc(C)o2)c1C#N | 6% | ? | -5% | 5% | 2% | / | 10% | -1% |
| 42 | COc1ccc(/C=N/N2CCOCC2)cc1OCc1ccccc1 | -23% | ? | 12% | -1% | 4% | / | 5% | -13% |
| 43 | COCCN(Cc1cc2cc(C)cc(C)c2nc1Cl)C(=O)Nc1ccccc1 | -18% | -5% | 7% | 0% | -3% | 10% | 6% | -18% |
| 44 | CCOc1ccccc1N(C(=O)CNS(=O)(=O)c1ccccc1)C(CC)C(=O)NCc1ccco1 (stereo not given) | -5% | -11% | 2% | 0% | -4% | / | -26% | -8% |

Grouped by structure, the compounds so far containing a nitro group on carbon
| # | canonical_smiles | Tau fluor cs | ALDH1A1 inh | GLA spleen mod | TR SRC2 fluor cs | Tau FP inhib | L3MBTL1 inh | TRb-SRC2 inh | Tau fibril ThT |
| --- | --- | --- | --- | --- | --- | --- | --- | --- | --- |
| 2 | CC1(C)CC(=O)C(C(=O)Cc2ccccc2[N+](=O)[O-])C(=O)C1 | 11% | 6% | 1% | 3% | -4% | 5% | 5% | 5% |
| 3 | CNC(=O)/C(=C\c1ccc([N+](=O)[O-])cc1)NC(C)=O | 2% | -6% | 1% | -4% | -1% | 0% | -13% | -4% |

Source: PubChem BioAssay (National Center for Advancing Translational Sciences (NCATS))
